Source: PubChem (several laboratories)
ssDAF12 agonist: S. stercoralis DAF-12 activation, primary screen; HEK293 ssDAF-12/GRIP1 lit1-tk-luc reporter, luminescence; % of 3 µM dafachronic acid response; activation, % at 6.8 µM; 370,000 tested, 1% active; AID 652126;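 active = activation above the mean over all tested compounds plus 3 SD, cut at about 0.9% in these data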;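 note: 0% = DMSO-only wells and 100% = 3 µM delta7-dafachronic acid wells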
DAX1 inh-1: NR0B1 (DAX1) inhibition; P51843; HEK293 Gal4-DAX1 luciferase reporter, luminescence; inhibition, % at 6.75 µM; 340,000 tested, 0.99% active; AID 504766;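 active = inhibition above the mean over all tested compounds plus 3 SD, cut at about 4.2% in these data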;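 note: 0% = DAX1-transfected cells with DMSO and 100% = empty-vector control cells with DMSO; inhibition shows as a rise in luminescence from relieved DAX1 repression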
Target sequence (P51843 207-470 limits assumed): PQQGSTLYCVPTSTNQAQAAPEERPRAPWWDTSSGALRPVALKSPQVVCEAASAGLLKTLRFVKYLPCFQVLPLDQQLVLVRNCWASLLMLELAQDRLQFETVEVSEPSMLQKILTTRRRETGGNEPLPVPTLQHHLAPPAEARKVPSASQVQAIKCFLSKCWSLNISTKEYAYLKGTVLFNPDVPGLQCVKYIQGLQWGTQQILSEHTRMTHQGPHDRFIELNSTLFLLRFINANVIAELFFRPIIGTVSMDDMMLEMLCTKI
DAX1 inh-2: blocks DAX1 repression of SF-1 activated StAR promoter. inhibition, % at 6.8 µM. AID 652010. 370,000 tested, 1.1% active. HEK293T StAR-luciferase reporter, SF-1/DAX-1 repression relief;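 active = inhibition above the mean over all tested compounds plus 3 SD, cut at about 3.6% in these data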;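 note: 0% = DAX-1 cells with DMSO and 100% = cells lacking DAX-1 with DMSO; higher inhibition means more luminescence from relief of DAX-1 repression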
ADAM17 inh: inhibitors of human ADAM17 | recombinant ADAM17, EDANS/DABCYL FRET peptide cleavage | 370,000 tested, 0.83% active | P78536 | AID 720648 | inhibition, % at 6.95 µM;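 active = inhibition above the mean of compounds lying between control limits plus 3 SD, set per campaign, cut at about 8.5% in these data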;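 note: 0% = DMSO-only wells as the low control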
hcDAF-12 act: H. contortus DAF-12 activation, primary screen; HEK293 hcDAF-12 lit1-tk-luc reporter, luminescence; 0% DMSO, 100% Δ7-dafachronic acid; activation, % at 6.8 µM; 370,000 tested, 1.4% active;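 active = activation above the mean of all tested compounds plus 3 SD, cut at about 5.5% in these data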;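 note: 100% = response to 3 µM Δ7-dafachronic acid high control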
PG9 Ab binder: small molecules binding HIV-1 gp120 antibody PG9 | inhibition, % at 6.7 µM | TR-FRET gp120-PG9 antibody binding | 360,000 tested, 0.43% active; in the data active = inhibition above about 8.5%
NPR1 activator: GC-A (human) enzyme activation | P16066 | HEK293 GC-A cells, cGMP TR-FRET, EC30 ANP; 0% at EC30 ANP, 100% saturating ANP | activation, % at 10 µM | 370,000 tested, 0.14% active; in the data active = activation above about 40%
ADAM10 inh: ADAM10 inhibition, QFRET primary screen; inhibition, % at 7 µM; AID 720582; O14672; 370,000 tested, 0.62% active; recombinant ADAM10, EDANS/DABCYL FRET peptide cleavage, 3 h;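 active = inhibition above a per-campaign cutoff equal to the mean of compounds falling between control-based bounds plus 3 SD, cut at about 20% in these data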;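 note: 0% = DMSO wells while the 100% control is not disclosed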
Target sequence (O14672 214-748 limits assumed): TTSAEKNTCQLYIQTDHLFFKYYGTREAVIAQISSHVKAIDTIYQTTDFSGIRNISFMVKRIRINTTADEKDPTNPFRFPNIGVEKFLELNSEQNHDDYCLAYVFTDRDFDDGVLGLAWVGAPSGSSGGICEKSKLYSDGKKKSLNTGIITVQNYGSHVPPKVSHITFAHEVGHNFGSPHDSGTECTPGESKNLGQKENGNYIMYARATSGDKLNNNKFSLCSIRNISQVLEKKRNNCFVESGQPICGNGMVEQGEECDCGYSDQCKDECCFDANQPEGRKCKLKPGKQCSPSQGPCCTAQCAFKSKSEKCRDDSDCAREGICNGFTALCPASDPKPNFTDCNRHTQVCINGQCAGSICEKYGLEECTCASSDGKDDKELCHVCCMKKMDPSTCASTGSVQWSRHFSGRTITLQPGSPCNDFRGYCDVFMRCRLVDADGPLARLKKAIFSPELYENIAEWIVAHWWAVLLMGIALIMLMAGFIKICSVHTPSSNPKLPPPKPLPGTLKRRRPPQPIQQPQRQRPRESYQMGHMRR
GAA850 FXN act: activators of GAA850 frataxin (FXN) promoter. HEK293 lucGAA850 FXN promoter luciferase reporter, 24 h; percent of 10 µM SAHA response. activation, % at 6 µM. 360,000 tested, 0.56% active;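 active = activation above the average of all compounds screened plus 3 SD, cutoff fixed separately per campaign, cut at about 7.5% in these data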;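 note: 0% = DMSO wells and 100% = 10 µM SAHA wells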
hgDAF12 agonist: activates the H. glycines DAF-12 receptor ligand-binding domain; 370,000 tested, 1.8% active; activation, % at 6.8 µM; HEK293 GAL4-hgDAF12 UAS-luciferase reporter, agonist luminescence; normalized to butyrate control; AID 687014;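 active = activation above a cutoff set at the mean of all screened compounds plus 3 SD, cut at about 10% in these data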;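 note: 0% = DMSO wells and 100% = sodium butyrate wells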
SMARCA2 activ: activators of SMARCA2 function | MG213 cells, MMTV-luciferase reporter, dexamethasone, overnight | activation, % at 9.1 µM | 370,000 tested, 1% active | AID 652017; in the data active = activation above about 7.8%;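 note: 0% = vehicle wells and 100% = reference activator wells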
Numbers without * were called inactive; . = no result given. Compounds were not picked by outcome (roughly 6.8% active in at least one column).

Start of the listing, in advance (2 entries):
SMILES	ssDAF12 agonist	DAX1 inh-1	DAX1 inh-2	ADAM17 inh	hcDAF-12 act	PG9 Ab binder	NPR1 activator	ADAM10 inh	GAA850 FXN act	hgDAF12 agonist	SMARCA2 activ
Cc1cnc(C(=O)OCc2ccc(C#N)cc2)cn1	-1.3	0.0	-0.1	0.5	-1.5	-1.7	-5.8	-6.3	-0.8	0.8	-2.3
COC(=O)[C@]12C[C@H](CC(=O)NCCCCc3ccccc3)C(=O)N(Cc3ccc(Cl)cc3Cl)C1=C[C@H](COCc1ccccc1)O[C@@H]2C	-0.9	.	-0.4	1.7	-1.3	.	-2.6	7.5	.	0.2	-2.7

This part in full, from the first entry:
SMILES	ssDAF12 agonist	DAX1 inh-1	DAX1 inh-2	ADAM17 inh	hcDAF-12 act	PG9 Ab binder	NPR1 activator	ADAM10 inh	GAA850 FXN act	hgDAF12 agonist	SMARCA2 activ
Cc1cnc(C(=O)OCc2ccc(C#N)cc2)cn1	-1.3	0.0	-0.1	0.5	-1.5	-1.7	-5.8	-6.3	-0.8	0.8	-2.3
COC(=O)[C@]12C[C@H](CC(=O)NCCCCc3ccccc3)C(=O)N(Cc3ccc(Cl)cc3Cl)C1=C[C@H](COCc1ccccc1)O[C@@H]2C	-0.9	.	-0.4	1.7	-1.3	.	-2.6	7.5	.	0.2	-2.7
CO[C@H]1CN(C)C(=O)c2ccc(NC(=O)C3CCC3)cc2OC[C@H](C)N(CC2CCCCC2)C[C@@H]1C	-1.4	.	-0.2	2.1	0.8	-1.0	-1.3	10.6	.	-0.7	-3.0
Cc1cc(C)nc(SSc2nc(C)cc(C)n2)n1	-1.5	0.0	0.3	-3.8	0.0	-1.4	11.0	4.3	0.1	-2.5	-1.6
CN1CCN(C(=O)C23CC4CC(CC(C4)C2)C3)CC1	-0.4	.	0.5	-3.4	-1.2	0.6	8.4	-0.2	.	2.0	0.4
N#Cc1ccc(/C=C2\CC3(OC(=O)c4ccccc4)CCCN2C3)cc1 (stereo not drawn)	-1.2	.	-0.5	-2.5	-1.6	.	-6.2	-12.8	.	-2.2	-5.0
COc1cccc(OC)c1C(=O)OCC(=O)N(C)c1ccccc1	-1.3	-1.5	0.1	0.1	-1.3	0.9	-5.3	-0.3	-1.5	0.5	2.7
O=C(O)c1ccc2c(=O)n3c(nc2c1)/C(=C/c1ccc(OC(F)F)cc1OC(F)F)CC3	-1.0	1.4	0.3	-2.8	0.5	-1.5	-0.5	-7.2	3.5	-0.4	-4.1
COc1ccc(C2=NN(C(=O)c3cccnc3)C(c3ccccc3)C2)cc1 (stereo not drawn)	-0.1	-1.1	-0.5	-0.7	-0.8	-1.4	4.4	2.4	5.0	-2.1	-0.7
O=S1(=O)N[C@@H](Cc2ccccc2)COc2cc(N3CCN(Cc4ccccc4F)CC3)ccc21	-1.3	.	1.5	-1.6	0.7	-1.6	2.7	-5.4	.	2.0	-6.0
O=C(CCN1C(=O)/C(=C\c2cccs2)SC1=S)Nc1ccc(C(=O)O)cc1	-1.2	-0.1	1.9	-1.0	-1.2	-1.8	-3.4	0.4	0.7	2.0	-1.7
C[C@@H](NC(=O)Cn1cnc2c(OCc3ccccc3)ncnc21)c1cccc2ccccc12	-1.0	0.2	0.1	-1.8	0.5	1.8	-0.9	-0.6	-0.6	1.3	-3.5
CCSc1nnc(-c2ccco2)n1C	0.7	.	1.2	2.4	1.2	.	7.5	-2.1	.	-2.2	2.0
COc1ccc(NC(=O)COC(=O)c2ccc3c(c2)OCCO3)cc1OC	-1.7	-0.7	0.8	-1.3	-0.2	2.5	4.2	-9.1	0.8	-0.1	2.3
c1ccc2oc(-c3ccc4nc[nH]c4c3)nc2c1	0.3	1.8	3.8*	-34.4	4.4	-1.5	3.0	-107.7	2.2	19.3*	9.6*
O=C(NOC(=O)c1ccccc1F)c1ccc(OC(F)F)cc1	-0.8	0.0	0.6	-1.1	0.5	-0.6	4.3	0.9	0.9	-0.7	1.3
CCOC(=O)C1=C(C)NC(=O)N(C(C)=O)C1c1ccc(Cl)cc1 (stereo not drawn)	-1.0	0.7	0.5	1.2	-0.8	-0.2	-19.5	6.6	-0.4	-1.4	-1.5
COCCN(CCOC)S(=O)(=O)c1ccc(/C(O)=C(\C#N)c2nc3ccccc3[nH]2)cc1	-2.1	-0.9	-0.4	-0.3	0.8	-0.4	-4.5	5.8	1.2	-1.1	0.2
COc1ccc(OCCNc2cc(Cl)ccc2[N+](=O)[O-])cc1	-1.1	-0.5	0.5	-3.9	0.0	2.0	.	-6.3	-2.3	3.4	-2.3
O=C(Nc1ccc(S(=O)(=O)Nc2nccs2)cc1)c1ccccc1OC(F)F	-0.9	0.6	-1.1	-0.5	-1.4	0.3	1.9	-11.3	2.3	5.6	-3.1
O=C(CCCOc1ccc(Cl)cc1)N1CCOCC1	-0.8	0.3	-0.3	-5.7	0.0	0.8	4.2	-6.2	-0.1	1.3	1.4
O=C(c1ccco1)N1CCN(C2CN(Cc3ccc([N+](=O)[O-])cc3)S(=O)(=O)C2)CC1 (stereo not drawn)	-0.5	2.5	-0.9	-1.0	-1.0	-0.6	-4.4	-12.9	-0.2	0.3	-4.3
O=C(NCC(c1cccs1)N1CCOCC1)C1CCN(S(=O)(=O)c2ccccc2C(F)(F)F)CC1 (stereo not drawn)	-0.8	-0.1	-0.2	4.8	-1.7	0.5	-4.0	-2.3	0.5	0.2	-3.1
Cc1ccc(NCC(=O)N/N=C/c2ccncc2)cc1	-0.4	0.1	0.0	-5.2	-0.9	-0.8	1.4	-0.8	0.2	-0.7	-1.6
Cc1ccc(NC(=O)C2CCCN2S(=O)(=O)c2cccc3cccnc23)cc1F (stereo not drawn)	-0.7	0.1	-1.2	-1.5	0.0	0.1	-2.3	-6.2	-0.5	3.6	-0.9
COc1ccc([N+](=O)[O-])cc1CSc1nnc(NC(C)=O)s1	-1.9	-0.4	0.3	-3.1	-0.9	0.0	0.4	-1.4	1.3	2.2	-3.0
O=C(Cc1ccccc1)Nc1ccc(NC(=S)NC(=O)c2ccccc2)cc1	-1.2	-1.1	-2.9	-2.7	-1.1	-0.9	1.2	1.0	2.6	-1.8	-5.0
Cc1nnc(N(C)C(=O)c2cnccn2)s1	-1.4	-0.3	0.4	2.4	0.6	-0.4	3.6	11.8	0.7	4.5	-3.8
CCNS(=O)(=O)c1ccc(NC(=O)Cc2ccc(F)cc2)cc1	-0.8	0.0	0.2	-5.2	-4.1	-2.1	1.6	3.2	0.0	2.8	2.3
CN(CC(=O)OCC(=O)NC(=O)c1cccn1C)S(=O)(=O)c1ccc(Cl)cc1	-0.5	-0.3	0.1	1.0	-0.8	-1.1	1.5	4.3	-0.7	-1.2	1.8
Cc1ccc(NC(=O)CNC(=O)c2ccc(C)o2)cc1	-1.4	2.2	-0.1	-4.6	-1.8	-0.9	1.6	1.5	0.8	0.4	-1.9
Cc1ccc(C(=O)NC(=S)NCC(=O)c2ccccc2)cc1	-0.7	-0.5	-0.2	-1.2	-1.4	2.0	-1.1	0.7	0.3	0.1	-0.3
COC(=O)c1nn(-c2c(C)n(C)n(-c3ccccc3)c2=O)cc1O	-1.4	-1.2	0.4	-1.6	-0.3	-3.8	-0.3	-1.8	-0.4	1.0	3.8
CNC(=O)COc1ccc(Nc2nnc(-c3ccc(C)c(S(N)(=O)=O)c3)c3ccccc23)cc1	-0.9	0.9	0.0	-2.2	1.2	-2.1	2.8	-7.9	-0.3	-0.8	-3.0
Nc1nonc1OCCN1CCN(c2ccc([N+](=O)[O-])c3cccnc23)CC1	-1.5	.	-0.5	-3.1	-0.5	-0.8	-7.2	-11.9	1.0	-1.8	-1.8
Cc1ccc(-c2nnc(C)c(N3CCOCC3)n2)cc1	-0.6	0.0	-0.1	-1.4	-1.3	-2.9	0.0	1.5	0.7	-1.6	1.4
CCN(CC)c1ccc([C@H]2[C@@H]3CCCC[C@]3(O)CCN2CC(=O)NCc2ccco2)cc1	-1.4	4.7*	-0.1	4.1	-2.1	0.3	-0.2	-1.7	-0.1	0.0	-2.3
CCCNC(=O)NC(=O)CSc1nc2cc(C(=O)OC)ccc2c(=O)n1-c1ccccc1	-0.8	-0.5	0.1	0.9	1.3	-3.5	2.7	5.3	-0.5	-1.4	-3.1
CSCCCN1CCC(n2nccc2NC(=O)CCCc2ccccc2)CC1	-1.5	1.2	0.8	-2.0	-1.0	-2.3	1.8	-14.3	-1.1	-0.3	-3.0
O=C(CCCn1c(=O)[nH]c2ccsc2c1=O)N1CCN(Cc2ccc3c(c2)OCO3)CC1	-1.5	-0.1	-0.1	-4.4	0.1	-0.7	-4.5	-3.2	2.0	-1.2	-0.3
CC1=CC(=O)N(c2cccc3c(N4C(=O)C=C(C)C4=O)cccc23)C1=O	0.0	0.9	0.7	-1.0	1.1	1.3	-18.8	-8.6	9.2*	-0.9	-0.2
Cc1ccc(C)c(NS(=O)(=O)c2cc3c4c(c2)CC(=O)N4CCC3)c1	-1.3	0.3	-0.5	1.0	-0.7	0.7	-5.7	3.2	0.6	-2.0	-0.1
COc1ccc(N2CCN(C(=O)c3ccc(NS(=O)(=O)c4cccc(F)c4)cc3)CC2)cc1	-1.2	-0.4	-1.6	0.2	-0.8	0.1	-3.2	2.7	-0.6	0.0	0.6
COc1ccc(CCN2CCCC(CN(C)Cc3cc(OC)c(OC)c(OC)c3)C2)cc1 (stereo not drawn)	-0.6	1.3	0.3	-2.6	-1.1	-0.8	-5.2	-2.4	-1.9	-1.6	-1.0
Cc1nc(SCC(=O)N(C)c2ccccc2)[nH]c(=O)c1C	-1.8	.	.	-2.5	0.0	.	-0.9	-1.5	.	-5.2	.
COc1ccc(N(CC(=O)NC2CCCCC2)C(=O)c2ccc(C)s2)cc1OC	-1.3	-0.7	0.0	-1.4	0.8	0.8	-3.3	7.5	3.7	-0.6	-0.8
O=C(Nc1cc(=O)[nH]c2ncnn12)c1ccco1	-1.8	1.3	0.8	-2.7	0.4	-0.8	1.9	-0.2	1.1	-1.7	1.9
O=c1[nH]c(O)c(/C=C2\C=Nc3ccc(Br)cc32)[nH]1	-0.3	-1.0	0.0	-2.1	-0.7	-6.2	-14.0	-2.8	1.8	-0.7	-2.0
CCOC(=O)C1=CCN(S(=O)(=O)c2ccc(F)cc2)C1c1ccc(Br)cc1 (stereo not drawn)	-0.7	.	-2.4	6.9	1.4	1.6	-14.0	15.8	.	-2.2	-2.9
Cc1occc1-c1n[nH]c(=S)n1C	-1.6	-0.9	0.3	-1.8	0.0	-1.5	0.7	14.1	1.5	0.3	-4.7
Cc1ccc(C(=O)NC(Cc2ccc(C(C)(C)C)cc2)C(=O)O)cc1 (stereo not drawn)	-1.5	0.1	-1.1	-2.5	1.1	1.0	2.9	-1.5	0.0	0.7	-0.1
O=S(=O)(Nc1ccc(Cl)cn1)c1ccccc1	-0.9	1.8	0.9	-4.3	-0.6	-0.4	5.0	-3.7	2.0	-2.4	-1.1
COC(=O)c1ccccc1NC(=O)NCc1ccncc1	6.6*	-0.1	0.6	-0.7	-2.1	-1.2	0.8	-17.1	0.4	-0.9	-0.8
COc1ccc(OCCSc2nc(C)c(Cc3ccccc3)c(=O)[nH]2)cc1	-1.5	-0.1	0.1	0.1	-0.2	1.5	1.8	-7.5	-0.1	1.1	-2.8
